Screening results: PubChem, National Center for Advancing Translational Sciences (NCATS)
HepG2 tox: HepG2 cytotoxicity, counter-screen for TGF-b inhibitors; AID 588856; HepG2 CAGA-GFP viability, ATP luminescence, 18 h; Potency, µM (top dose mostly 46.1 µM), for inactives: at the highest dose activity change, negative = cytotoxicity, hits mostly cytotoxic; actives 0.76% (n = 410,000); note: potency is the fitted concentration of half-maximal effect; some results filed as inactive show a strong effect at the top dose
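HepG2 CAGA-GFP cells (1000/well, DMEM with 1% FBS) received compound, then TGF-beta at 500 pg/mL final, and were incubated 18 hours at 37 degrees C. Viability was read by CellTiter-Glo luminescence. Media-only wells were set as complete cell-killing and DMSO as no toxicity.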
HT1080NT lethal: kills 2HG-producing HT-1080-NT fibrosarcoma cells | Potency, µM (series often up to 46.1 µM), inactives show top-dose activity, negative = less viability, most hits filed as cytotoxic | actives 1.6% (n = 360,000) | HT-1080-NT fibrosarcoma viability, CellTiter-Glo ATP luminescence, 48 h | AID 686970;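 note: NT is the 2HG producing partner of a matched IDH1 knockdown line; potency is the fitted concentration of half-maximal effect; 0% = DMSO-treated cells and -100% = media-only wells without cells; nearly all actives have a fitted effect of over 55% in size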
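Read-out is CellTiter-Glo luminescence after 10 minutes at room temperature, following 48 hours' compound treatment of HT-1080-NT cells (750 cells/well, RPMI, 5% FBS, 37 degrees C).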
ATXN2 expr inh: inhibitors of ATXN2 expression; AID 1745845; actives 0.72% (n = 360,000); HEK-293 ATXN2-luciferase reporter, luminescence, 24 h; Potency, µM (titrated, usually from 57 µM), for inactives: at the top dose activity change, negative = inhibition, usual class: inhibitors; note: potency is the fitted concentration of half-maximal effect; % is set by controls: 0 for no effect and ±100 for the full control effect; nearly all actives have a fitted effect of over 55% in size
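ATXN2-luciferase reporter cells (luciferase flanked by upstream and downstream ATXN2 gene portions) were treated 24 h at 37 °C with compounds at up to 57 uM. SteadyGlo luminescence gave expression; GF-AFC fluorescence gave viability.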
MCF10A rereplic: induces DNA re-replication in MCF 10a normal breast cells; MCF 10A DNA re-replication, Hoechst nuclear intensity, 48 h; Potency, µM (doses to about 46.1 µM), for inactives: at the top dose activity, positive = re-replication, actives largely listed as activators; actives 2.9% (n = 350,000); note: potency is the fitted concentration of half-maximal effect; % of control where 0% means no effect; nearly all actives have a fitted effect of over 50% in size
KB-3-1 cytotox: kills parental KB-3-1 adenocarcinoma cells | actives 1.4% (n = 400,000) | Potency, µM (series often up to 46.1 µM), inactives show at the highest dose activity change, negative = cytotoxic, most hits filed as cytotoxic | AID 1347075 | KB-3-1 viability, CellTiter-Glo ATP luminescence, 72 h; note: potency is the fitted concentration of half-maximal effect; % is set by controls: 0 for no effect and ±100 for the full control effect; nearly all actives have a fitted effect of over 60% in size
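Multi-concentration cytotoxicity screen in KB-3-1 cells grown in DMEM lacking phenol red with 10% FBS. After 72 h at 37 °C with compound, ATP-dependent luminescence was recorded.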
S2 tox: viability counter-screen for ATXN expression inhibitors. actives 0.49% (n = 400,000). S2 cells (HEK-293 line with an ATXN2-luciferase reporter) viability, CellTiter-Fluor protease fluorescence, 24 h. Potency, µM (doses to about 56.7 µM), usual class: cytotoxic; note: potency is the fitted concentration of half-maximal effect; nearly all actives have a fitted effect of over 40% in size
HT1080 IDH1KD tx: kills HT-1080 cells with IDH1 knockdown; HT-1080 IDH1 knockdown viability, ATP luminescence, 48 h; Potency, µM (highest dose often 46.1 µM), without a hit: at the highest dose activity, negative = toxicity, usual class: cytotoxic; actives 2% (n = 360,000);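 note: potency is the fitted concentration of half-maximal effect; 0% = DMSO wells and -100% = cell-free medium wells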
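Viability of IDH1-knockdown HT-1080 fibrosarcoma cells was assessed by CellTiter-Glo after 48 h at 37 °C with titrated compound; concentration-effect curves were classified by fit quality and response size.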
SW480 rereplic: DNA re-replication induction in SW480 cells. actives 1.8% (n = 340,000). AID 624297. SW480 DNA re-replication, Hoechst DNA content imaging, 48 h. Potency, µM (series often up to 46.1 µM), inactives show top-dose re-replication activation, hits mostly activators; note: potency is the fitted concentration of half-maximal effect; % of control where 0% means no effect; nearly all actives have a fitted effect of over 55% in size
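Cells (250 per well) received 23 nL compound or DMSO by pin tool and were kept 48 hr at 37 C, 5% CO2. Nuclei were then stained with Hoechst for 40 min and scanned for DNA content.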
IL-1B inflam inh: blocks inflammasome-driven IL-1 beta release. THP-1 LPS/ATP IL-1B secretion, AlphaLISA, 16 h; stronger effect = lower value. actives 4.7% (n = 360,000). activity change, % at 57.5 µM. AID 743279; in the data active = activity change below about -50%; inconclusive = mostly about -30% to -49%; note: % is set by controls: 0 for no effect and ±100 for the full control effect
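THP-1 cells pretreated 1 hr with compounds (up to 57.5 uM final), then stimulated with LPS (250 ng/mL final) plus ATP (1.25 mM final); secreted IL-1B measured by AlphaLISA after 16 hr, decreased signal indicating inhibition.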
Active calls of the source: *; i = inactive; ? = inconclusive; . = not tested or not shown; & = joins results of further samples; [ ] = dose if it differs, or a comment. Unless noted, calls come from the whole dose curve; as a rule, active = well fitted curve in the direction sought with a large enough effect; inconclusive = small, poorly fitted or top-dose-only effect, or another doubt; inactive = no such curve, though single readings can be large; an effect the other way counts as inactive or inconclusive.

SMILES	HepG2 tox	HT1080NT lethal	ATXN2 expr inh	MCF10A rereplic	KB-3-1 cytotox	S2 tox	HT1080 IDH1KD tx	SW480 rereplic	IL-1B inflam inh
CCN(CC)CCNC(=O)c1ccccc1C(=O)c1ncc[nH]1	1%	13%	?	-1%	12%	i	14%	-5%	0
Cc1c(/C(O)=C2/C(=O)C(=O)N(CCN3CCOCC3)C2c2ccco2)cnn1-c1ccccc1 (configuration not stated)	5%	0%	.	-1%	12%	i	15%	-23%	7
C/C(=N\Nc1cccc([N+](=O)[O-])c1)c1cc(F)ccc1O	-13%	-11%	.	?	-8%	?	-13%	-15%	-10
COc1ccc(-c2nc3nc(C)cc(N4CCN(c5cccc(C(F)(F)F)c5)CC4)n3n2)cc1	-32%	.	10%	.	8%	i	.	.	.
CCc1ccc(C(O)c2ncc(-c3cccc(F)c3)[nH]2)cc1 (configuration not stated)	-38%	-25%	13%	.	0%	?	-16%	.	-3
Cc1ccc(S(=O)(=O)Nc2ccc(C(=O)N3CCCC3)cc2)cc1	-13%	4%	3%	-33%[inhibitor]	-10%	i	8%	-7%	i
Nc1cccc(C#Cc2ccc3c(=O)c4ccccc4oc3c2)c1	-18%	-19%	103%[activator]	-31%[inhibitor]	-30%	i	-25%	-6%	-25
Cc1nc(Nc2ccccc2Br)c2nnn(Cc3ccccc3)c2n1	2%	-3%	.	25%	-13%	i	-7%	-1%	-16
COc1ccc(NC(=O)Cn2c(=O)n(Cc3nc(C)no3)c(=O)c3cc4c(cc32)OCO4)cc1	0%	.	13%	.	0%	i	.	.	.
O=C(NCCCn1ccnc1)c1ccc(Cl)cc1[N+](=O)[O-]	15%	13%	-7%[11.3 µM]	3%	16%	i	13%	-3%	12
O=C(O)c1sc2cc(C(F)(F)F)cnc2c1-c1ccccn1	15%	14%	-7%	0%	-1%	?	13%	3%	23
CCN1C(=O)C(=CC=CN(C)c2ccccc2)SC1=S	0%	10%	.	.	?	?	11%	.	-13
Cc1c(C(=O)NCC2CCCO2)oc2c(Cl)cccc12 (configuration not stated)	25%	0%	1%	1%	17%	i	9%	-5%	18
O=C(NC(c1ccccc1)c1ccsc1)C1CCN(Cc2ccc(Cl)c(Cl)c2)CC1 (configuration not stated)	-18%	9%	7%	.	0%	i	4%	.	?
O=C(CSc1nc2ccccc2c(=O)n1-c1ccccc1Cl)Nc1cccc(S(=O)(=O)N2CCOCC2)c1	22%	-6%	-16%	2%	4%	?	-9%	0%	-12
CC(C)Oc1ccc(C(=O)Nc2ccc(-c3nc4ccccc4s3)cc2)cc1	4%	.	11%	.	-8%	i	.	.	.
CCCCCCOc1ccc(N2C(=O)CC(N3CCN(CCN=CC4=C(O)CC(C)(C)CC4=O)CC3)C2=O)cc1 (configuration not stated)	5%	14%	-7%	-1%	0%	?	17%	-15%	-4
CCOC(=O)[C@]12CCCC=C1N(Cc1ccc(Cl)cc1Cl)C(=O)[C@H](CC(=O)NCc1ccc(OC)c(OC)c1)C2	.	?	?	.	?	.	?	.	?
Cc1cccc(-c2c3c(=O)n(C)c(=O)n(C)c3c3c(C)nc4ccccc4n23)c1	10%	.	-3%	.	-16%	i	.	.	.
CCOC(=O)C1=C(N)c2ccccc2CC1C(C)C (configuration not stated)	-52%	-23%	-25%	?	-1%	i	?	-1%	34
CCOCCCNC(=O)c1ccc(OC(C)=O)cc1	6%	14%	2%	2%	13%	i	2%	-25%	6
COc1ccc(C(=O)c2cn(Cc3ccccc3F)c3cc4c(cc3c2=O)OCO4)cc1	-15%	.	-2%	.	22%	i	.	.	.
CCOCCCNC1=C(Cl)C(=O)c2ccccc2C1=O	-57%	12%	-36%	?	?	i	-6%	?	33
Cc1cccc(-c2c3c(=O)n(C)c(=O)n(C)c3cn2CC2CCCO2)c1 (configuration not stated)	9%	19%	0%	0%	2%	i	12%	-8%	8
CC1(C)C(=O)Nc2ccccc2N1C(=O)COc1ncnc2ccccc12	-27%	14%	1%	1%	4%	i	11%	2%	-13

Reprinted at random: seven compounds from above
SMILES	HepG2 tox	HT1080NT lethal	ATXN2 expr inh	MCF10A rereplic	KB-3-1 cytotox	S2 tox	HT1080 IDH1KD tx	SW480 rereplic	IL-1B inflam inh
C/C(=N\Nc1cccc([N+](=O)[O-])c1)c1cc(F)ccc1O	-13%	-11%	.	?	-8%	?	-13%	-15%	-10
O=C(CSc1nc2ccccc2c(=O)n1-c1ccccc1Cl)Nc1cccc(S(=O)(=O)N2CCOCC2)c1	22%	-6%	-16%	2%	4%	?	-9%	0%	-12
Cc1c(/C(O)=C2/C(=O)C(=O)N(CCN3CCOCC3)C2c2ccco2)cnn1-c1ccccc1 (configuration not stated)	5%	0%	.	-1%	12%	i	15%	-23%	7
CC1(C)C(=O)Nc2ccccc2N1C(=O)COc1ncnc2ccccc12	-27%	14%	1%	1%	4%	i	11%	2%	-13
CCOCCCNC1=C(Cl)C(=O)c2ccccc2C1=O	-57%	12%	-36%	?	?	i	-6%	?	33
Cc1nc(Nc2ccccc2Br)c2nnn(Cc3ccccc3)c2n1	2%	-3%	.	25%	-13%	i	-7%	-1%	-16
CCN(CC)CCNC(=O)c1ccccc1C(=O)c1ncc[nH]1	1%	13%	?	-1%	12%	i	14%	-5%	0

The listing continues.
SMILES	HepG2 tox	HT1080NT lethal	ATXN2 expr inh	MCF10A rereplic	KB-3-1 cytotox	S2 tox	HT1080 IDH1KD tx	SW480 rereplic	IL-1B inflam inh
COc1ccc2nc(N3C(=O)C(O)=C(C(=O)c4ccco4)C3c3ccccc3OC)sc2c1 (configuration not stated)	-11%	4%	.	0%	-27%	i	-1%	-3%	13
O=C(NC(=S)Nc1ccccc1N1CCN(C(=O)c2ccccc2)CC1)c1cccs1	-8%	2%	.	2%	4%	i	0%	-2%	9
O=C(Oc1ccc(N2C(=O)CCC2=O)cc1)c1ccccc1Cl	-4%	2%	-11%	-1%	4%	i	6%	-144%[inhibitor]	-12
CCn1cc2nc(SCc3ccc(F)cc3)n(Cc3ccc(Cl)cc3)c(=O)c2n1	2%	.	-10%	.	1%	i	.	.	.
O=C(COC(=O)CCSc1ccc(Cl)cc1)NCCc1ccccc1	8%	-8%	-3%	1%	-7%	i	-9%	-6%	1
COC(=O)c1ccc(-c2n[nH]c(=O)c3ccccc23)cc1	3%	0%	9%	24%	7%	i	1%	-8%	30
CN(C)c1ccc(-c2ccnc3c2CC(C)(C(=O)Nc2ccccc2)O3)cc1 (configuration not stated)	6%	7%	2%	.	0%	i	17%	.	0
COCCCN1C(=O)C(CC(=O)NC2CCCCC2)CC(C(=O)N(C)C)=C1C (configuration not stated)	0%	2%	-5%	.	?	i	12%	.	0
Cc1ccc(C)c(-n2c3nc(=O)[nH]c(=O)c-3cc3c(C)nn(-c4ccccc4)c32)c1	6%	.	6%	.	-1%	i	.	.	.
CCNC(=O)C(CC(C)C)NC(=O)C(CO)NC(=O)C1CCC(=O)N1 (configuration not stated)	-2%	17%	-5%	-2%	0%	i	7%	-3%	37
CN(CCOC(=O)c1ccc2c(c1)OCO2)C(C)(C)C	-3%	-2%	-16%	12%	9%	i	-1%	-7%	3
COc1ccccc1CNC(=O)CCCn1c(=O)c2ccccc2n(CC(=O)Nc2ccc(C)cc2Cl)c1=O	-16%	.	-31%	.	1%	i	.	.	.
Cc1ccccc1-n1nnc2c(=O)oc3ccccc3c21	-41%	?	-20%	3%	?	i	?	0%	19
Cc1cc(C(=O)Nc2cc(Br)ccc2O)on1	0%	-26%	-8%	-1%	2%	i	-25%	?	35
CCOC(=O)c1c(C)[nH]c(C)c1C(=O)COc1ncnc2cc([N+](=O)[O-])ccc12	0%	-2%	-1%	12%	?	i	-2%	2%	9
O=S(=O)(c1cccc2nonc12)N1CCCCC1	4%	8%	-10%	2%	16%	i	26%	1%	-13
N#Cc1nc(N2CCCCC2)nc(N2CCOCC2)n1	6%&-1%	-15%	?	17%	2%&-12%	i	-18%	1%	-55*
Cc1[nH]c2ccccc2c1C(=O)C(=O)Nc1ccc2c(c1)OCO2	1%	9%	.	-3%	0%	i	0%	-5%	-10
